GLS inh = inhibitors of human glutaminase (GLS); O94925; 410,000 tested, 0.21% active; GLS enzymatic activity, qHTS titration; Potency, µM (highest dose often 45.5 µM), without a hit: at the highest dose activity change, negative = inhibition, hits mostly inhibitors; further: potency means the concentration at half of the fitted maximal effect; on the % scale 0 is the no-effect control and ±100 the full control effect
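hKGA in 45 mM KH2PO4 (pH 8.2), 0.02% Tween-20 with compound, then 1mM L-Glutamine (stock as added) plus glutamate oxidase/HRP/Amplex red coupling mix. Fluorescence read initially and after 30 min at RT; signal change reflects glutamate formation.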
JMJD2A Tudor = inhibitors of human JMJD2A Tudor domain; AID 504339; 390,000 tested, 4.4% active; Potency, µM (top dose mostly 114 µM), without a hit: at the highest dose activity change, negative = inhibition, hits mostly inhibitors; AlphaScreen JMJD2A-Tudor / H3K4me3 peptide binding; O75164; further: potency means the concentration at half of the fitted maximal effect; on the % scale 0 is the no-effect control and ±100 the full control effect; nearly all actives have a fitted effect of over 50% in size
Pin1 inh = human Pin1 inhibition; Q13526; Pin1 FP peptide displacement, HiFluor488, 10 min; Potency, µM (highest dose often 115 µM), for the others: at the highest dose activity, negative = inhibition, hits mostly inhibitors; 390,000 tested, 0.009% active; active means well fitted inhibition curve with a large enough effect in the polarisation, with a control signal flat, not every such curve was filed as active; inconclusive means small, poorly fitted or top-dose-only effect, or effect the other way, or a change in a side signal; inactive means no such curve, though single readings can be large or run the other way; the % refers to the polarisation; further: potency means the concentration at half of the fitted maximal effect; on the % scale 0 is the no-effect control and ±100 the full control effect
Target sequence (Q13526 whole entry, looked up): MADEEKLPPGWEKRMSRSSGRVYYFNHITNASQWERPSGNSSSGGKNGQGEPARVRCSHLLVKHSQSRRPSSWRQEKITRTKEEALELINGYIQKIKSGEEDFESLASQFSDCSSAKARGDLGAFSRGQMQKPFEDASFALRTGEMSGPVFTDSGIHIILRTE
BAZ2B block = inhibitors of human BAZ2B bromodomain. AID 504333. 360,000 tested, 4.4% active. AlphaScreen BAZ2B-H3K14Ac peptide displacement. Potency, µM (top dose mostly 114 µM), inactives show top-dose activity change, negative = inhibition, most hits filed as inhibitors. Q9UIF8; further: potency means the concentration at half of the fitted maximal effect; on the % scale 0 is the no-effect control and ±100 the full control effect; nearly all actives have a fitted effect of over 60% in size
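Inhibition is scored as reduced AlphaScreen emission. The BAZ2B/b-H3(5-23)K14Ac complex (50 nM each) in PBS pH 7.4, 0.01% Tween-20 meets compound (up to 110 uM) for 30 min at RT before bead addition.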
HP1b binding inh = HP1-beta chromodomain-methylated histone interaction inhibition; P83916; AlphaScreen HP1-beta / biotin-H3K9me3 peptide binding; Potency, µM (titrated, usually from 114 µM), for the others: at the highest dose activity change, negative = inhibition, hits mostly inhibitors; 390,000 tested, 0.56% active; AID 540317; further: potency means the concentration at half of the fitted maximal effect; nearly all actives have a fitted effect of over 70% in size; inactives centre near 23
Target sequence (P83916 whole entry, looked up): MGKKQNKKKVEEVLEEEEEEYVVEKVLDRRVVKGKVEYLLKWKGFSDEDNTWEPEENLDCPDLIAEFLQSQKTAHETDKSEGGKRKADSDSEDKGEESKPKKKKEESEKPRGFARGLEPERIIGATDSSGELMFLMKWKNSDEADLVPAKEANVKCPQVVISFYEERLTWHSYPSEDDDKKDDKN
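AlphaScreen: HP1-beta (50 nM) preformed 30 min with biotin-H3(1-18)K9me3 peptide (50 nM) in PBS pH 7.4, 0.01% Tween-20. Compound added for 30 min at RT, then streptavidin donor/nickel chelate acceptor beads (10 ug/mL) for 30 min.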
G9a block = inhibitors of human histone lysine methyltransferase G9a. Q96KQ7. G9a H3K9 monomethylation, AlphaScreen, 2 h. Potency, µM (series often up to 102 µM), for the others: at the highest dose activity, negative = inhibition, actives largely listed as inhibitors. 350,000 tested, 8.8% active. AID 504332; further: potency means the concentration at half of the fitted maximal effect; on the % scale 0 is the no-effect control and ±100 the full control effect; nearly all actives have a fitted effect of over 75% in size
Target sequence (Q96KQ7 913-1193 limits assumed): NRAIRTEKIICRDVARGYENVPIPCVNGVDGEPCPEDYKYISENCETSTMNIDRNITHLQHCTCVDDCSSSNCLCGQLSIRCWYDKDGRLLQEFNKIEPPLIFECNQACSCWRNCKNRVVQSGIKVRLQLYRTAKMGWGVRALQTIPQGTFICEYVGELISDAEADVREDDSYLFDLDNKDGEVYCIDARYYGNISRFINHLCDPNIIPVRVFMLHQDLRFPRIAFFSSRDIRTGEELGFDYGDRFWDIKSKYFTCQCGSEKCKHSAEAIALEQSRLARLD
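Chemiluminescent proximity detection of H3K9 monomethylation, read after 10 min bead incubation in the dark. Reaction: 20 nM G9a, 500 nM biotin-H3K9 peptide, 20 uM SAM cofactor, 2 h, room temperature, following 15 min enzyme-compound preincubation.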
PI4K2A block = inhibitors of human PI4K2A | Q9BTU6 | purified PI4K2A, ADP-Glo luminescence, 1 h; stronger effect = lower value | activity change, negative = inhibition, % at 76.9 µM | 420,000 tested, 0.13% active | AID 1346378; in the data active means activity change below about -50%; inconclusive means mostly about -30% to -49%;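 further: -100% = wells without enzyme as full effect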
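ADP-Glo luminescence measured ADP generated by PI4K2A enzyme (4 ug/mL before mixing) with 1.2 mM PI substrate (pre-mix) and 300 microM ATP (pre-mix). Tris pH7.5 buffer with MgCl2, Triton X-100; 1 h reaction at ambient temperature.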
ERG Ets-DNA blk = blocks human ERG Ets domain binding to DNA | P11308 | fluorescence polarization, His-ERG Ets domain / labelled DNA | Potency, µM (highest dose often 76.9 µM), without a hit: top-dose FP activity, negative = inhibition, most hits filed as inhibitors | 370,000 tested, 0.028% active | AID 624246; active means well fitted inhibition curve with a large enough effect in the polarisation, with a control signal flat; inconclusive means small, poorly fitted or top-dose-only effect, or effect the other way, or a change in a side signal; inactive means no such curve, though single readings can be large or run the other way; the % refers to the polarisation;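 further: polarization taken with two DNA probes labelled with fluorescein and Texas red; potency means the concentration at half of the fitted maximal effect; % of control where 0% means no effect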
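His-tagged ERG Ets domain (1 uM in the protein solution; 300mM KCl, 50mM Tris-HCl, 1mM EDTA, 1mM DTT, pH 7.5) received compound, then a probe mix of 5 nM fluorescein-DNA and 100nM Texas-615-DNA. Fluorescence polarization was read for both dyes.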
PGK inhibitor = inhibitors of T. brucei phosphoglycerate kinase; P07378; PGK/GAPDH coupled, Kinase-Glo luminescence, 60 min; Potency, µM (highest dose often 57.5 µM), for inactives: top-dose activity change, negative = inhibition, hits mostly inhibitors; 380,000 tested, 0.043% active; AID 602233; further: potency means the concentration at half of the fitted maximal effect; on the % scale 0 is the no-effect control and ±100 the full control effect; nearly all actives have a fitted effect of over 60% in size
Target sequence (P07378 whole entry, looked up): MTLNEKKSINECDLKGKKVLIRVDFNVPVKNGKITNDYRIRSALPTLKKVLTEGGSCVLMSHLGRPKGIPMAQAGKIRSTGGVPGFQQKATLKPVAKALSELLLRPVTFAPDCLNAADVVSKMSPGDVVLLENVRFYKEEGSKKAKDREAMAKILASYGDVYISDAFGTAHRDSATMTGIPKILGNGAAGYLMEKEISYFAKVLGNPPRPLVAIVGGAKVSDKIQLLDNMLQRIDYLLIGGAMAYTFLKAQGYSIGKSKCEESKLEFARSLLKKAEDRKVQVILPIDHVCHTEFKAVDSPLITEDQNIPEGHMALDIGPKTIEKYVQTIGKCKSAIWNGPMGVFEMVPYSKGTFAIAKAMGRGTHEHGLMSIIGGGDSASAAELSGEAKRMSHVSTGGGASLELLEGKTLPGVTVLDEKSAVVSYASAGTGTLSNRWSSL
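Luminescent ATP detection (Kinase-Glo Plus) follows a 60-minute room-temperature incubation, with wells lacking PGK as controls. Buffer: 100 mM TEA (pH 7.6), 5 mM MgCl2, 0.01% Tween-20. Coupling enzyme GAPDH (100 nM final) supplies unstable 1,3-BPG in-well.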
* marks the source's active call; other numbers are inactive results; i = inactive; ? = inconclusive; . = not tested or not shown; & = joins results of further samples; ! = repeats disagree; [ ] = dose if it differs, or a comment. Unless noted, the call rests on the fitted dose curve; in most records, active means well fitted curve in the direction sought with a large enough effect; inconclusive means small, poorly fitted or top-dose-only effect, or another doubt; inactive means no such curve, though single readings can be large; an effect the other way counts as inactive or inconclusive.

A first look (three entries):
entry	SMILES	GLS inh	JMJD2A Tudor	Pin1 inh	BAZ2B block	HP1b binding inh
1	Cc1cccc(N2C(=O)NC3(CCCCC3)C2=O)c1	-10%	-10%	2%	5%	49%[activator]
2	Cc1ccn2c(=O)nc(SCC(=O)Nc3cccc4ccccc34)nc2c1	-2%	-13%	?	-28%	11%
3	CC1CN(c2nc3ccccc3nc2NS(=O)(=O)c2ccccc2)CC(C)O1 (stereo not drawn)	-16%	-20%	-7%	.	6%

entry	G9a block	PI4K2A block	ERG Ets-DNA blk	PGK inhibitor
1	-4%	4	-6%	-6%
2	-39%	-12	-2%	-1%
3	.	4	13%	-1%

The whole of this part, previewed entries included:
entry	SMILES	GLS inh	JMJD2A Tudor	Pin1 inh	BAZ2B block	HP1b binding inh
1	Cc1cccc(N2C(=O)NC3(CCCCC3)C2=O)c1	-10%	-10%	2%	5%	49%[activator]
2	Cc1ccn2c(=O)nc(SCC(=O)Nc3cccc4ccccc34)nc2c1	-2%	-13%	?	-28%	11%
3	CC1CN(c2nc3ccccc3nc2NS(=O)(=O)c2ccccc2)CC(C)O1 (stereo not drawn)	-16%	-20%	-7%	.	6%
4	NC(=O)C1CCN(C(=O)c2ccccc2SCC(=O)NCC2CCCCC2)CC1	7%	-10%	-9%	-8%	18%
5	Cc1csc2nc(COc3ccc(NC(=O)COc4ccccc4)cc3)cc(=O)n12	-5%	-18%	13%	0%	36%
6	COc1cccc(C(=O)N2N=C(c3cccc(OC)c3)CC2(O)C(F)(F)F)c1 (stereo not drawn)	-2%	-1%	-1%	3%	37%
7	Cc1ccc(Nc2nc(-c3ccc(S(=O)(=O)N4CCCC4)cc3)cs2)cc1C	0%	?	3%	?	0%
8	Cc1cc(C)c2c(=O)[nH]c(SCC(=O)c3ccc(F)c(C)c3)nc2n1	9%	-15%	24%	-1%	29%
9	O=c1c2c3n(c(=S)nc2[nH]n1-c1ccccc1)CCCCC3	7%	-14%	-3%	?	17%
10	COc1ccc(-c2csc(NC(=O)CCS(=O)(=O)c3ccccc3)n2)c(OC)c1	3%	?	?	-26%	-20%
11	Cc1nc2ccccc2c(=O)n1/N=C/C=C/c1ccccc1	-4%	-14%	-1%	-10%	27%
12	CC1CC(NNC(=O)c2ccccc2)=Nc2ccccc2N1C (stereo not drawn)	65%[activator]	-25%	-3%	-37%	4%

entry	G9a block	PI4K2A block	ERG Ets-DNA blk	PGK inhibitor
1	-4%	4	-6%	-6%
2	-39%	-12	-2%	-1%
3	.	4	13%	-1%
4	11%[12.7 µM]	6	11%	-4%
5	-3%[59 µM]	-2	0%	-12%
6	9%	-3	.	-2%
7	45µM*	-1	-5%	-2%
8	.	0	-4%	5%
9	50µM*	5	3%	-9%
10	?	-3	1%	-3%
11	-6%	1	5%	-3%
12	33%[activator]	-1	3%	3%

(list continues)
entry	SMILES	GLS inh	JMJD2A Tudor	Pin1 inh	BAZ2B block	HP1b binding inh
13	CCNc1c(NCC)c(=O)c1=O	2%	-11%	-5%	-7%	5%
14	CN(C)S(=O)(=O)c1ccc(Cl)c(NC(=O)COC(=O)C2CSC3(C)CCC(=O)N23)c1 (stereo not drawn)	7%	-4%	-1%	-3%	14%
15	Cn1c(SCCS(=O)(=O)c2ccc(Cl)cc2)nnc1-c1ccccc1	4%	-19%	-7%	7%	6%
16	CN(C(=O)c1coc(=O)c2ccccc12)c1ccc(F)cc1	1%	-1%	1%	7%	38%
17	Cc1ccc(C)n1NC(=O)c1ccc(O)cc1	25%	-30%	13%	?	0%
18	Cc1ccc(C(=O)N2CCN(c3ccccn3)CC2)cc1Cl	-1%	-6%	-7%	-6%	24%
19	NC(=O)NC(=O)COC(=O)CCCCCNS(=O)(=O)c1ccc2c(c1)OCCO2	-3%	-19%	0%	.	14%
20	COc1cc(NC(=O)COC(=O)c2nc3nc(C)cc(C)n3n2)cc(OC)c1	4%	-9%	4%	-6%[57.1 µM]	14%
21	O=C1CN(C(=S)Nc2ccccc2Cl)CCN1	18%	-8%	6%	-28%	39%
22	CCCCOc1cccc(C(=O)N(Cc2ccc(N(C)C)cc2)C2CCS(=O)(=O)C2)c1 (stereo not drawn)	19%	56µM*	-3%	-19%	?
23	CN(C)C(=O)c1ccc(Cl)cc1[N+](=O)[O-]	35%[activator]	0%	-8%	-13%	-23%
24	Cc1cc(C)cc(NC(=O)c2cc(C)nn2C)c1	-6%	-13%	0%	3%	65%[activator]

entry	G9a block	PI4K2A block	ERG Ets-DNA blk	PGK inhibitor
13	8%	-24	-4%	9%
14	-3%[59 µM]	-1	14%	9%
15	6%[59 µM]	-1	-6%	-7%
16	-3%	0	0%	4%
17	8%[59 µM]	-2	.	.
18	.	-4	-7%	4%
19	-5%	1	-2%	-2%
20	-1%	2	-10%	-3%
21	45µM*	-5	12%	-2%
22	28%[59 µM]	1	6%	9%
23	?	-1	-7%	7%
24	7%	-2	3%	i

The listing continues.
entry	SMILES	GLS inh	JMJD2A Tudor	Pin1 inh	BAZ2B block	HP1b binding inh
25	O=C(CSc1nc(Cc2ccccc2)nc2ccccc12)Nc1nc2c(s1)CCCC2	5%	?	28%	-10%	10%
26	COc1cccc(/C=N/Nc2ncc(C)c(=O)[nH]2)c1OC	12%	-9%	7%	-2%	24%
27	CC(C)N(Cc1nc(-c2ccccc2)no1)C(=O)c1ccc([N+](=O)[O-])cc1	2%	-24%	3%	-35%	18%
28	CC(=O)Nc1ccc(NC(=O)Cn2c(=O)n(-c3ccc(C)cc3)c(=O)c3oc4ccccc4c32)cc1	4%	5%	-1%	.	17%
29	CCN(CC)CCNC(=O)c1cc(Nc2ccc(OC)c(OC)c2)nc2ccccc12	11%	?	5%	40µM*	-15%
30	CCC(C(=O)N/N=C(\C)c1cccnc1)c1ccccc1 (stereo not drawn)	17%	-10%	0%	-13%	41%[activator]
31	O=C(Nc1nccs1)c1ccc(COc2ccc(F)cc2)o1	5%	-17%	4%	-20%	18%
32	Cc1cc(-n2nc3ccccc3n2)c(O)c([N+](=O)[O-])c1	0%	-29%	-9%	-35%	-7%
33	CC#C[C@]1(O)CC[C@H]2[C@@H]3CCC4=CC(=O)CCC4=C3[C@@H](c3ccc(N(C)C)cc3)C[C@@]21C	-19%&0%	16µM*	6%	13µM*	?
34	Cn1c(CCNC(=O)c2cccs2)n[nH]c1=S	2%	18µM*	12%	3%	2%
35	CNC(=O)/C(C#N)=c1\s/c(=C/C(=O)OC)c(=O)n1-c1ccccc1	-2%	-14%	12%	-3%	26%
36	CC(=O)c1cc(CN2CCN(C3CCN(C(C)C)CC3)C(CCO)C2)cs1 (stereo not drawn)	1%	-19%	-1%	0%	31%

entry	G9a block	PI4K2A block	ERG Ets-DNA blk	PGK inhibitor
25	?	2	2%	.
26	32µM*	-3	11%	6%
27	?	2	11%	-1%
28	-2%	-1	-10%	3%
29	71µM*	-1	-2%	-2%
30	7%[0.501 µM]	1	-2%	4%
31	6%[12.7 µM]	-4	9%	-1%
32	79µM*	-1	3%	-4%
33	9.5µM*!	3&5&-2	-2%	i
34	22µM*	2	-12%	-8%
35	13%[0.501 µM]	3	7%	-6%
36	-30%	0	-1%	-3%

More structures follow:
entry	SMILES	GLS inh	JMJD2A Tudor	Pin1 inh	BAZ2B block	HP1b binding inh
37	CCOc1cc(C(=S)N2CCOCC2)ccc1OS(=O)(=O)c1ccccc1	0%	-19%	0%	-9%	28%
38	Cc1cc(C(=O)CN2C(=O)C(=O)N(Cc3ccccc3)C2=O)c(C)n1-c1ccccc1F	15%	-18%	7%	-17%	3%
39	CCn1c(COc2c(C)cccc2C)nnc1SCc1nc2ccccc2c(=O)[nH]1	4%	-14%	-1%	1%	7%
40	Cc1nc(C(=O)Nc2ccccc2)sc1C1(C)CC(c2cccc([N+](=O)[O-])c2)=NO1 (stereo not drawn)	-2%	-28%	-2%	-6%	24%
41	CCC(=O)c1ccc(OCC(=O)OCC(=O)N2c3ccccc3CC2C)cc1 (stereo not drawn)	4%	-1%	-2%	11%	-10%
42	O=C(Nc1ccc(F)cc1)N1CCC(c2nc3c(nnn3Cc3ccccc3Cl)c(=O)[nH]2)CC1	3%	0%[11.4 µM]	4%	-39%	18%
43	Cc1ccc2nc(N(CCCN(C)C)C(=O)COc3ccc(Cl)cc3)sc2c1	-6%	-29%	-2%	.	30%
44	COc1ccc(Cn2ccnc2)cc1Br	-7%	?	-11%	50µM*	6%
45	OC1(c2nc3ccccc3[nH]2)CCCCC1	4%	-6%	6%	-4%	43%[activator]
46	Cc1ccc(C)c(N2CCN(C(=O)c3ccc(N4CCCC4=O)cc3)CC2)c1	7%	-19%	3%	-8%	26%

entry	G9a block	PI4K2A block	ERG Ets-DNA blk	PGK inhibitor
37	-6%[59 µM]	0	.	-4%
38	-4%	7	6%	-3%
39	12%	0	2%	-4%
40	-7%[59 µM]	1	-6%	-9%
41	8%	4	-6%	-10%
42	5%	-3	9%	6%
43	?	0	-2%	i
44	?	14	-1%	-2%
45	4%[2.33 µM]	-1	10%	2%
46	17%	-5	14%	-8%

Compound activity (PubChem)

No enrichment for hits; any-hit rate near 11%.
